Screening results: PubChem BioAssay, National Center for Advancing Translational Sciences (NCATS)
D1 ag = agonists of human D1 dopamine receptor; 360,000 compounds, 1% hits; activation, % at 2 µM; HEK293 T-REx D1 cells, calcium flux, agonist mode; P21728; in the data active means activation above about 30%; further: 0% is about no effect
Target sequence (P21728 whole entry, looked up): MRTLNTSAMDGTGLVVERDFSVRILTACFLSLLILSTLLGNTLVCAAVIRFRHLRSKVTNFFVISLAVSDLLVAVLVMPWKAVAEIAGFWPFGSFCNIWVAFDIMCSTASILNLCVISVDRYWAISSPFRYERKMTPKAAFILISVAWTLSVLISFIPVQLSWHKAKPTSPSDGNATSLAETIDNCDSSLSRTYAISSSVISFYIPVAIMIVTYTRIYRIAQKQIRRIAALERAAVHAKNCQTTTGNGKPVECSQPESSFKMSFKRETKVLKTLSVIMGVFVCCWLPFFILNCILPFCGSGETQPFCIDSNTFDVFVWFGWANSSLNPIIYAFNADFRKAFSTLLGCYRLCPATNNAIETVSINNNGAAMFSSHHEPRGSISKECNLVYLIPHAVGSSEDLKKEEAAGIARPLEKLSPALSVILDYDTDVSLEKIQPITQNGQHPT
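Tetracycline-induced HEK293 TREx D1 cells, force-coupled to calcium signalling, were dye-loaded with a no-wash calcium kit. Compound was pin-added after a 10 s baseline. Fluorescence was read kinetically at 1 cycle/s for 180 s, with calcium rises flagged as agonism.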
Glioma ERSR ind = induces the endoplasmic reticulum stress response in human glioma cells; U87-MG GRP78 promoter luciferase reporter, 16 h; Potency, µM, for inactives: top-dose activation, most hits filed as activators; AID 602332; 420,000 compounds, 0.02% hits; further: potency means the concentration at half of the fitted maximal effect; series mostly up to about 76 µM; % of control where 0% means no effect; nearly all actives have a fitted effect of over 35% in size
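Stably transfected U87-MG human glioma cells carrying a GRP78-based luminescent sensor were seeded at 1000 cells/well, pin-dosed with compounds and incubated 16 h. Luciferase reagent was then added, and end-point luminescence was read after 10 min at room temperature.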
D2 potentiator = positively modulates the human D2 dopamine receptor allosterically | P14416 | 340,000 compounds, 0.34% hits | AID 485347 | potentiation, % at 10 µM | HEK293 T-REx D2, calcium flux, EC20 dopamine potentiation;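 active means potentiation over 3 SD above the plate norm, cut at about 30% in these data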; further: 0% is about no effect
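Calcium flux readout, no-wash dye, 1 read/s. Inducible HEK293 Trex D2 line, overnight 30 C. Compound alone 180 s (agonist flags), then EC20 dopamine, another 180 s to score potentiation.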
D1 potentiator = enhances dopamine response at the human D1 receptor; HEK293 TREx D1 cells, calcium flux, dopamine EC20 potentiation; potentiation, % at 10 µM; 360,000 compounds, 0.036% hits; in the data active means potentiation above about 30%; further: 0% is about no effect
Vif-APOBEC3F blk = blocks the Vif interaction with APOBEC3F; HeLa A3F-eYFP + Vif (tagged APOBEC3F with the HIV-1 protein that degrades it), YFP fluorescence increase; Potency, µM (titrated, usually from 46.1 µM), for the others: at the highest dose activity, negative = active; 390,000 compounds, 0.2% hits; AID 602313; further: potency means the concentration at half of the fitted maximal effect; % of control where 0% means no effect; nearly all actives have a fitted effect of over 65% in size
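HeLa cells stably expressing Vif plus C-terminally eYFP-tagged A3F were seeded, incubated overnight at 37 deg C, dosed with compound, incubated overnight again at 37 deg C. Yellow fluorescence (Ex 488/Em 500-530) reported blocked Vif-mediated A3F-eYFP degradation.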
LDHA block = blocks human lactate dehydrogenase A | P00338 | purified LDHA, NADH/diaphorase-resazurin fluorescence; stronger effect = lower value | activity change, % (values are at about 110 or 230 µM) | 480,000 compounds, 0.15% hits | AID 1347041; in the data active means activity change below about -30%; inconclusive means mostly about -25% to -30%;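 further: plate controls were DMSO wells for no effect and wells without enzyme for full effect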
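LDH5 2 nM; NADH 0.06 mM, pyruvate 0.2 mM; 200 mM Tris pH 7.4, EDTA, Tween-20; 5 min RT. Detection: diaphorase 0.133 mg/mL + resazurin 37 µM, fluorescence ex540/em590 at 0 and 20 min; normalized to enzyme-free and DMSO wells.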
RXFP1 ag = agonists of human relaxin receptor RXFP1; 370,000 compounds, 0.3% hits; Q9HBX9; AID 2676; Potency, µM (doses to about 57.5 µM), without a hit: at the highest dose activation, most hits filed as activators; HEK293T-RXFP1 cAMP TR-FRET, 30 min; response scale: percent of porcine relaxin response, buffer zero; further: potency means the concentration at half of the fitted maximal effect; on the % scale 0 is the no-effect control and ±100 the full control effect; nearly all actives have a fitted effect of over 60% in size; many of its hits are not listed in these tables
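Agonist response is measured as cAMP accumulation in an RXFP1-transfected HEK293T line under PDE4 inhibition. Values are scaled between buffer-only and 29 nM porcine relaxin, and EC50s come from standard Hill equation fits.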
D1 antagonist = antagonists of human D1 dopamine receptor. HEK293 TREx D1 cells, calcium flux, dopamine EC80; stronger effect = lower value. activity change, negative = inhibition, % at 10 µM. 360,000 compounds, 3.2% hits. AID 504652; in the data active means activity change below about -30%; further: on the % scale 0 is the no-effect control and ±100 the full control effect
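After overnight tetracycline induction at 30 C, force-coupled D1 HEK293 cells took up a no-wash calcium dye at room temperature. Compounds were added and monitored 180 s, and the response to EC80 dopamine was then recorded.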
Vif-APOBEC3G blk = Vif-A3G binding inhibition | HeLa A3G-eYFP + Vif (tagged APOBEC3G with the HIV-1 protein that degrades it), YFP fluorescence, overnight | Potency, µM (top dose mostly 46.1 µM), inactives show at the top dose activity, negative = active, usual class: inhibitors | 410,000 compounds, 0.076% hits;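 further: potency means the concentration at half of the fitted maximal effect; on the % scale 0 is the no-effect control and ±100 the full control effect; nearly all actives have a fitted effect of over 60% in size; hits raise eYFP signal because A3G escapes Vif-driven loss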
Target sequence (Q9HC16 whole entry, looked up): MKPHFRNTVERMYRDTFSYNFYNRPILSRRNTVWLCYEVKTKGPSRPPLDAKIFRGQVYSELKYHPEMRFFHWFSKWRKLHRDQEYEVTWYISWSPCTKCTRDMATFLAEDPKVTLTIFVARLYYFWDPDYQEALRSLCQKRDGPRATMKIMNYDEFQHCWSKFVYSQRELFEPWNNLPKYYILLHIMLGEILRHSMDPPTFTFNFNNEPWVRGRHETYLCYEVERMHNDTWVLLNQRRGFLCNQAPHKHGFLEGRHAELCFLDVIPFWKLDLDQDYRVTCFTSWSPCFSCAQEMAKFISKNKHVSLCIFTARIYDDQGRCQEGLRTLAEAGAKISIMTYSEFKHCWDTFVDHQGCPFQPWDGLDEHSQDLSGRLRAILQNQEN
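HeLa cells stably expressing Vif and C-terminally eYFP-tagged A3G, seeded overnight at 37 deg C, then exposed to compound by pintool overnight at 37 deg C. Rise in yellow fluorescence (Ex 488/Em 500-530, Acumen) marks blocked Vif-driven A3G degradation.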
Numbers without * were called inactive; ? = inconclusive; · = not tested or not shown; & = joins results of further samples. Unless noted, the call rests on the fitted dose curve; in most records, active means well fitted curve in the direction sought with a large enough effect; inconclusive means small, poorly fitted or top-dose-only effect, or another doubt; inactive means no such curve, though single readings can be large; an effect the other way counts as inactive or inconclusive. Not all compounds are listed. The share of hits here may be higher or lower than overall.

Every second line gives: D1 ag	Glioma ERSR ind	D2 potentiator	D1 potentiator	Vif-APOBEC3F blk	LDHA block	RXFP1 ag	D1 antagonist	Vif-APOBEC3G blk
Cc1cccc(NC(=O)C(=O)NCCCN2CCOCC2)c1
  7.1&14.1	1.3%&1.6%	-0.2&22.4	4.3&-1.0	11.9%&7.4%	-21.5&3.1	-0.9%&-1.7%	-6.4&0.1	-1.0%&2.2%
N#Cc1ccccc1OCC(=O)N1CC(=O)Nc2ccccc21
  ·	-1.7%	·	·	-4.5%	-1.0	·	·	-1.1%
NS(=O)(=O)c1ccc(NC(=O)/C=C/c2cccs2)cc1
  2.5	2.4%	2.4	-3.9	-11.8%	-12.7	-1.1%	19.4	-0.9%
CCOC(=O)c1cc(C)n(CC2CCC(C(=O)Nc3ccc(C(C)=O)cc3)CC2)c1C (stereo not given)
  6.4	2.3%	4.4	-2.0	0.4%	-10.8	0.1%	-24.5	10.5%
Cc1ccc(-n2c(Cc3ccccc3)n[nH]c2=S)cc1
  1.7	-1.4%	6.3	-6.8	-7.3%	-9.5	0.2%	-13.0	-0.4%
CCOC(=O)N1CCN(C(=O)COC(=O)c2cc(C)ccc2C)CC1
  ·	-1.0%	·	·	-14.9%	-10.0	·	·	-0.7%
COC(=O)c1cc(-c2cccc([N+](=O)[O-])c2)c2c(=O)[nH]c(=O)n(C)c2n1
  0.1	-0.3%	-6.7	-2.5	24.0%	4.6	-18.0%	0.0	-0.3%
O=C(O)COc1ccccc1/C=C1\SC(=S)N(c2cccnc2)C1=O
  3.0	-1.9%	-4.4	-1.9	-0.4%	-0.5	0.5%	-4.6	-5.6%
O=C(Nc1ccc([N+](=O)[O-])cc1)C(=O)Nc1cccc(C(=O)O)c1
  0.5	-14.1%	-5.5	2.2	-0.1%	0.5	1.0%	5.9	0.6%
COc1ccc(Br)cc1CNC(=O)c1cnc2sc(N3CCC(C)CC3)nn2c1=O
  1.2	-2.4%	4.8	0.6	-6.6%	-3.7	0.4%	-18.8	-0.7%
O=C(Cn1cnc2sc3c(c2c1=O)CCCC3)NCC(=O)Nc1c(F)cc(F)cc1Br
  0.6	-3.3%	-0.2	0.4	0.7%	-0.5	3.5%	-1.6	0.6%
COc1ccc2c(c1)c(C(=O)N/N=C/c1ccc(OC)c(OC)c1)c(C)n2C
  0.5	1.7%	12.7	-11.5	5.8%	-1.1	1.7%	2.2	-15.4%
COc1ccc(C(=O)Nn2cnc3ccccc3c2=O)c(OC)c1
  6.1	-4.1%	-2.9	0.6	-1.6%	-5.2	0.3%	1.8	0.1%
O=C(NCc1ccncc1)c1cccc(S(=O)(=O)NCc2ccccc2)c1
  4.6	-1.7%	-6.0	-5.1	0.7%	-1.4	-0.1%	27.7	2.2%
CCCN1CCN(CCCNC(=O)Cn2cc3c(n2)CCCC3)CC1
  -0.6	-1.9%	3.8	6.8	-0.8%	-4.5	2.4%	12.3	1.7%
CC1CCCCC1NC(=O)c1ccc(S(=O)(=O)NCc2ccco2)cc1 (stereo not given)
  4.2	-3.2%	7.1	-3.3	-7.8%	-1.1	-0.9%	7.0	0.6%
CC1CC(C)CN(S(=O)(=O)c2ccc3c(c2)oc(=O)n3CC(=O)NCCCOC(C)C)C1 (stereo not given)
  0.5	-8.3%	-3.9	-1.9	-0.1%	-2.8	-0.4%	4.8	2.0%
Cc1ccc(NC(=O)CCN2C(=O)c3ccccc3Sc3ncccc32)cc1
  2.7&-0.3	0.7%&-2.0%	-21.9&-3.6	-6.5&0.1	-8.3%&1.8%	-0.5&-4.5	0.3%&2.1%	-0.8&-10.6	-5.9%&-7.8%
CC(C)CC(NC(N)=O)C(=O)Nc1ccc(Cl)c(Cl)c1 (stereo not given)
  2.5	-2.3%	-1.8	-6.2	10.8%	-6.9	-0.5%	5.8	2.3%
CC(C)OC(=O)CC1C(=O)NCCN1C(=O)COc1ccc(C(C)(C)C)cc1 (stereo not given)
  0.9	-3.0%	8.7	-4.2	1.2%	-5.9	0.6%	3.3	-4.3%
COC(=O)C1(CO)NC(c2cccs2)C2C(=O)N(c3ccccc3)C(=O)C21 (stereo not given)
  1.5	-4.4%	0.3	-7.3	4.1%	-0.6	0.6%	-1.9	-0.4%
Cc1cc(N2CCCCC2)n2ncc(-c3ccc(Cl)cc3)c2n1
  -0.2	10.6%	12.5	4.3	-2.6%	3.1	-1.1%	20.8	0.8%
CCOC(=O)C(NC(=O)Cc1ccccc1)(Nc1cc(C)on1)C(F)(F)F (stereo not given)
  -1.3	-3.1%	·	-1.2	-3.1%	-11.4	0.5%	-12.2	2.4%
Cc1cc(C(=O)Nc2c(C)n(C)n(-c3ccccc3)c2=O)c2ccccc2n1
  -0.3	-5.1%	8.8	-1.7	7.0%	-5.5	-0.5%	1.7	-3.5%
COc1cccc(NC(=S)N2CCN(c3ccc([N+](=O)[O-])cc3)CC2)c1
  5.1	-5.2%	·	-2.3	5.4%	-6.2	-1.0%	5.3	5.8%
Cc1ccc(N(C)C(=O)c2cnn(-c3ccccc3)c2C)c(C)c1
  0.0	-3.0%	-5.0	-0.2	-5.5%	-0.7	-1.3%	4.2	-14.7%
CC(C)CCN1C(=O)c2ccc(C(=O)N3CCCCC3)cc2C1=O
  9.1	3.4%	4.3	-6.3	2.5%	1.9	0.0%	-19.0	0.9%
CC(Oc1ccccc1)C(=O)N1CCN(Cc2cc(=O)n3nc(-c4ccccc4Cl)sc3n2)CC1 (stereo not given)
  -0.1	-2.0%	-12.4	1.0	-4.7%	-2.5	?	8.4	-1.4%
CC1(C)Cc2c(cnn2-c2cccc(F)c2)C(NC(=O)CSc2ccccn2)C1 (stereo not given)
  1.6	4.1%	1.3	-4.8	-3.2%	0.4	3.4%	0.4	-0.9%
N#Cc1cccnc1Nc1cccc(Cl)c1
  5.3	2.4%	14.0	0.7	1.9%	1.9	1.7%	-2.5	-0.9%
CCCn1nnnc1-c1cc(Cl)cc(Cl)c1
  -1.6	-4.7%	-6.2	0.3	-2.4%	-4.9	2.4%	0.8	-0.9%
COC(=O)N/N=C/c1cc(C)n(-c2ccc(Br)cc2)c1C
  1.9	-3.3%	-0.4	-4.9	-6.5%	4.7	-2.7%	-18.4	1.9%
O=C(CC(Cc1ccccc1)C(=O)O)Nc1ccc(F)cc1 (stereo not given)
  2.6	-2.8%	-1.2	-0.3	-0.8%	-0.8	-2.3%	19.4	0.1%
Clc1ccc(-c2nnc(C34CC5CC(CC(C5)C3)C4)o2)cn1
  0.3	-4.4%	2.4	-4.3	0.3%	-2.9	0.0%	5.4	3.1%
CC(C)NC(=O)C1=NN(c2ccccc2)C(=O)CC1
  1.1	-3.9%	2.1	-2.5	-31.1%	2.2	4.1%	-15.6	1.9%
Cc1ccc(NC(=O)CN2CCCC2)c2c1CC(C)(C)O2
  1.6	1.3%	0.8	1.1	-28.2%	-5.1	1.1%	-2.4	-7.4%
Cc1ccccc1CN1C(=O)c2ccccc2S(=O)c2ccc(C(=O)NCc3ccc(Cl)cc3)cc21 (stereo not given)
  0.8	-1.7%	-10.7	-1.5	4.6%	1.5	0.0%	1.2	0.8%
NC(=O)N\N=C/C=C/C=C/c1ccc(F)cc1
  3.3	-2.6%	·	-1.9	-3.3%	-3.2	1.2%	8.1	0.0%
O=C(c1ccc(CSc2nc3ccncc3[nH]2)cc1)N1CCN(c2cccc(Cl)c2)CC1
  -2.0	-7.7%	-2.5	-6.0	4.7%	0.0	0.1%	-15.0	-10.7%
COCCN(Cc1nc2ccccc2c(=O)[nH]1)C(=O)COc1c(C)cc(Cl)cc1C
  1.8	-3.7%	-14.2	1.5	-0.2%	-1.1	-0.6%	10.2	1.3%
Cn1c(=O)c2[nH]c(COc3ccccc3)nc2n(C)c1=O
  ·	-1.6%	·	·	-75.1%	2.5	·	·	-10.1%
Cn1c(=O)cc(OCCCC(=O)NCCCN2CCN(Cc3ccccc3)CC2)c2ccccc21
  2.2	-1.5%	-14.3	2.5	-11.7%	-3.0	2.0%	2.0	1.7%
Cc1ccc(NC(=S)N(CCCN2CCOCC2)Cc2cccnc2)cc1C
  0.6	-4.2%	-1.4	-3.9	-10.2%	-5.7	4.8%	-13.8	-0.7%
CCOc1ccccc1CN1CCN(Cc2ccon2)CC1CCO (stereo not given)
  1.8	-4.8%	4.2	0.4	-16.1%	-7.3	-0.6%	-15.1	2.8%
CC(=O)c1nc2ccccc2n1S(=O)(=O)c1ccc(Cl)cc1
  4.7	-1.0%	-1.6	-10.2	-4.8%	-3.6	0.7%	-36.5*	1.3%
CC12CCCCC1c1ccccc1C(=NCC(=O)O)N2 (stereo not given)
  3.6	-4.2%	2.0	0.0	-3.7%	0.0	0.6%	6.4	-0.6%
O=C(c1cccc(F)c1)N1CCN(S(=O)(=O)c2ccc(C(F)(F)F)cc2)CC1
  0.0	-4.5%	8.1	0.7	-3.9%	-5.0	1.6%	7.8	-0.4%
